Jurkat NFkB inh: lowers PMA/ionomycin-induced NF-kB signal in Jurkat cells. AID 435003. PMA/ionomycin-induced NF-kB luciferase reporter, luminescence. inhibition, % at 4 µM. actives 0.53% (n = 330,000); in the data active means inhibition above about 50%
CXCR6 inh: inhibitors of human CXCR6 receptor | O00574 | CHO-K1 PathHunter CXCR6 beta-arrestin, luminescence | inhibition, % at 20 µM | actives 0.36% (n = 360,000) | AID 602244; in the data active means inhibition above about 34%, passing the limit was not always enough;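 further: antagonist mode with CXCL16 agonist at 10 nM final; 0% = 10 nM CXCL16 with DMSO and 100% = unstimulated wells without agonist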
697 NFkB inh: inhibitors of the PMA/ionomycin-induced NF-kB reporter in 697 B cells. 697 B-cell NF-kB luciferase reporter, 16 h. inhibition, % at 4 µM. actives 0.33% (n = 330,000). AID 435022; in the data active means inhibition above about 35%
UPR XBP1 act: adaptive UPR (XBP1) activation | CHO-XBP1 luciferase reporter, IRE1-XBP1 UPR activation, luminescence; percent of tunicamycin response, DMSO as zero | activation, % at 20 µM | actives 0.33% (n = 330,000) | AID 463104;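 active means versus positive control, 20 µM dose yields 30% or more activation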;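 further: 100% = tunicamycin at 10 µg/mL and 0% = DMSO only wells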
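Material – CHO cell line with stable XBP1 luciferase reporter · Buffer or medium – F12 plus 10% FBS · Compound – single point, 20 µM final compound, 1% DMSO · Schedule – 16-18 h cell attachment at 37 °C, then 6 h compound exposure · Signal – Steady-Glo luminescence read · Benchmarks – high control tunicamycin 10 µg/mL final, low control DMSO vehicle only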
Mdm2-MdmX inh: human Mdm2/MdmX binding inhibition. SaOS-2 split-luciferase Mdm2/MdmX complementation, luminescence. inhibition, % at 8 µM. actives 3% (n = 330,000). AID 485346;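 active means inhibition of at least 50% at 8 µM in the primary screen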
EBI2 antag: blocks human EBI2 receptor beta-arrestin signaling. P32249. EBI2 beta-arrestin recruitment, luminescence, 7a,25-OHC stimulated. inhibition, % at 5 µM. actives 0.81% (n = 360,000); in the data active means inhibition above about 38%;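 further: enzyme fragment complementation signal reports receptor beta-arrestin coupling in cells; 0% = agonist plus DMSO wells and 100% = wells without agonist; some results beyond the cut were filed as inactive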
Target sequence (P32249 whole entry, looked up, the tested form may be a part): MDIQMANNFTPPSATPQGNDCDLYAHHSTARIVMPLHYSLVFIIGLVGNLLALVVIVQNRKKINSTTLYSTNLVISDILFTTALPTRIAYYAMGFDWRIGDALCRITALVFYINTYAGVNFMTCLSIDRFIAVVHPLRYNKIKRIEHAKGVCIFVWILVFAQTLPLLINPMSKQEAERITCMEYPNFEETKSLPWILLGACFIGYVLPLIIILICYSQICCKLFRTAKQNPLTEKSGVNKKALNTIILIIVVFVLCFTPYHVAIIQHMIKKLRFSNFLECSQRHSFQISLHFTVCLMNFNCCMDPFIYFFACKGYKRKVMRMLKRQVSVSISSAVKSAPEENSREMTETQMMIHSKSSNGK
UPR CHOP act: activators of apoptotic arm of unfolded protein response (CHOP); activation, % at 10 µM; CHO-CHOP luciferase reporter, UPR activation, luminescence; percent of tunicamycin response over DMSO baseline; actives 0.34% (n = 330,000);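 active means at 10 µM dose, activation of 40% or more, normalized to positive control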;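 further: 100% = tunicamycin at 10 µg/mL and 0% = DMSO alone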
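Test system: CHO CHOP reporter cells. Input: 500 CHO-CHOP cells per well. Medium: F12 with 10% FBS. Technique: luciferase luminescence. Measure: percent activation relative to tunicamycin control. Dosing: 10 µM compound, 0.5% DMSO. Timing: 16-18 h cell attachment, then 6 h compound exposure, 37 °C.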
CCR6 antagonist: blocks CCL20-driven beta-arrestin recruitment at human CCR6 | P51684 | CHO-K1 CCR6 PathHunter beta-arrestin, luminescence, CCL20-stimulated | inhibition, % at 20 µM | actives 0.49% (n = 340,000);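 active means compounds whose inhibition of the agonist-driven luminescence signal at 20 µM reaches about 50%, limit read from the data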;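 further: cells stimulated with CCL20 at 14 nM final; plate controls were DMSO with CCL20 for no effect and DMSO without agonist for full effect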
Target sequence (P51684 whole entry, looked up): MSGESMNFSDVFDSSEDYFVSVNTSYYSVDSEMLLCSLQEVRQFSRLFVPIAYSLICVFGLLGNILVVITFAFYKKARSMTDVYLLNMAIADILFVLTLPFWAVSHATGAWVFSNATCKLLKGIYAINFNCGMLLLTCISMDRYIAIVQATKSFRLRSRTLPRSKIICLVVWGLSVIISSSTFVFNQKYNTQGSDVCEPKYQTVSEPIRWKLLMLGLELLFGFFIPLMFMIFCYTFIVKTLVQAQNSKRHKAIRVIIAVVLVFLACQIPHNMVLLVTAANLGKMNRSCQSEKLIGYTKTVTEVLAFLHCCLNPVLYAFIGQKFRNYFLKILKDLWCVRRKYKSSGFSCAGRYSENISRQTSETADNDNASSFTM
Gli-Sufu block: antagonists of Gli-Sufu signaling; AID 588413; actives 0.74% (n = 340,000); inhibition, % at 5 µM; Sufu-KO-LIGHT fibroblasts, Gli luciferase reporter luminescence;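 active means inhibition above about 55%, limit read from the data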;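 further: 0% = DMSO-treated cells and 100% = wells with medium but no cells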
* marks the source's active call; other numbers are inactive results; . = no result given.

(1) O=P(O)(CCc1ccccn1)CN1CCOCC1
(2) CCC(C)c1ccc(OCC(=O)Nc2ccc(Cl)cn2)cc1 (stereo unspecified)
(3) O=C1N=C(O)CN1/N=C/c1ccc(-c2ccc([N+](=O)[O-])cc2)o1
(4) COc1ccc(C(=O)NC2CCCCCC2)cc1OC1CCN(C(C)=O)CC1
(5) CNS(=O)(=O)c1cc(OC)ccc1OC
(6) Fc1ccc(NC(=S)Nc2ccc3nccnc3c2)cc1
(7) N#C/C(=C/c1ccc(-c2cccc([N+](=O)[O-])c2)o1)C(=O)Nc1nc(-c2cccs2)cs1
(8) CSc1ncc(Cl)c(C(=O)Nc2ccccc2[N+](=O)[O-])n1

assay / compound	1	2	3	4	5	6	7	8
Jurkat NFkB inh	-15	-30	-11	-4	3	-49	.	-4
CXCR6 inh	-3	0	3	5	-11	-22	22	-3
697 NFkB inh	-7	24	27	1	6	-50	.	-18
UPR XBP1 act	1	1	-7	-1	-1	-2	.	-4
Mdm2-MdmX inh	4	-2	35	12	14	-16	.	7
EBI2 antag	-5	9	4	-1	-12	-9	7	0
UPR CHOP act	-1.8	0.4	-0.4	-0.6	0.1	6.9	.	2.1
CCR6 antagonist	0	12	33	1	-11	-3	69*	-12
Gli-Sufu block	-9	-4	-9	6	-20	-9	-5	8

(9) Cc1ccc(C(=O)NCCc2nnc3ccc(NCc4ccc5c(c4)OCO5)nn23)cc1
(10) COc1ccc(Cl)cc1N1C(=O)/C(=C\c2sccc2C)N=C1SCC(=O)NC1CC1
(11) CC(C)Nc1nc(NC(C)C)nc(NS(=O)(=O)c2ccc(N)cc2)n1
(12) Cc1ccc(N2C(=O)C(CN3CCCCC3)C2c2ccccc2)cc1 (stereo unspecified)
(13) O=C(Cc1cc(=O)[nH]c(=O)[nH]1)NCC1CCCO1 (stereo unspecified)
(14) C/C(=N\NC(=O)Cc1c(Cl)cccc1Cl)c1cccnc1
(15) COc1cccc(/C=N/NC(=O)CCn2c3ccccc3c3ccccc32)c1
(16) Cc1noc(N)c1C(=O)Nc1ccc(F)cc1

assay / compound	9	10	11	12	13	14	15	16
Jurkat NFkB inh	-7	6	-4	2	7	7	15	-9
CXCR6 inh	-9	10	-3	14	3	1	-4	0
697 NFkB inh	-5	8	-1	-8	22	23	5	-1
UPR XBP1 act	-4	-3	1	0	-1	-6	-1	0
Mdm2-MdmX inh	2	0	15	3	14	3	11	-3
EBI2 antag	-3	21	-19	-16	-1	-4	-2	-8
UPR CHOP act	3.2	-0.4	-1.7	0.3	0.9	0.0	-3.3	-3.0
CCR6 antagonist	10	30	-5	12	1	0	.	-11
Gli-Sufu block	3	7	0	16	4	2	.	2

Three compounds from above, sorted by their value in Jurkat NFkB inh, high to low:
| # | compound | Jurkat NFkB inh | CXCR6 inh | 697 NFkB inh | UPR XBP1 act | Mdm2-MdmX inh | EBI2 antag | CCR6 antagonist |
| --- | --- | --- | --- | --- | --- | --- | --- | --- |
| 13 | O=C(Cc1cc(=O)[nH]c(=O)[nH]1)NCC1CCCO1 (stereo unspecified) | 7 | 3 | 22 | -1 | 14 | -1 | 1 |
| 12 | Cc1ccc(N2C(=O)C(CN3CCCCC3)C2c2ccccc2)cc1 (stereo unspecified) | 2 | 14 | -8 | 0 | 3 | -16 | 12 |
| 11 | CC(C)Nc1nc(NC(C)C)nc(NS(=O)(=O)c2ccc(N)cc2)n1 | -4 | -3 | -1 | 1 | 15 | -19 | -5 |

(listing goes on)
(17) COc1cccc(C2CC(C(F)(F)F)n3ncc(C(=O)NCC4CCCO4)c3N2)c1 (stereo unspecified)
(18) COc1ccc(C2(C(=O)NCc3ccco3)CCCC2)cc1OC
(19) S=c1[nH]nc(C2COc3ccccc3O2)o1 (stereo unspecified)
(20) COc1cc(C)ccc1OCc1cc(C(=O)N2CCC(c3ccc(F)cc3)C2)no1 (stereo unspecified)
(21) CC(=O)OC(C)(CCC(C)(OC(C)=O)C(C)=O)C(C)=O (stereo unspecified)
(22) Nc1nc(N)c2[nH]c(-c3ccccc3)nc2n1
(23) COc1cccc(-c2nc(-c3ccc(NC(=O)Cc4ccccc4OC)cc3)no2)c1
(24) COc1cccc(-c2nnc(SCc3ccccn3)n2C)c1

assay / compound	17	18	19	20	21	22	23	24
Jurkat NFkB inh	-6	7	3	-125	.	-34	.	-7
CXCR6 inh	6	-2	2	4	-10	1	-2	-4
697 NFkB inh	13	0	17	-119	.	-12	.	-6
UPR XBP1 act	-1	3	-3	-4	.	-3	.	-2
Mdm2-MdmX inh	12	-6	-4	-129	.	9	.	-3
EBI2 antag	-2	-4	-3	-4	-11	8	-1	0
UPR CHOP act	0.9	2.7	-0.7	1.5	.	1.5	.	2.8
CCR6 antagonist	-2	9	10	19	10	-13	-1	5
Gli-Sufu block	-9	4	44	-55	-18	-7	-12	-16

Of the compounds above, three have a nitro group on carbon.
(3) O=C1N=C(O)CN1/N=C/c1ccc(-c2ccc([N+](=O)[O-])cc2)o1
(7) N#C/C(=C/c1ccc(-c2cccc([N+](=O)[O-])c2)o1)C(=O)Nc1nc(-c2cccs2)cs1
(8) CSc1ncc(Cl)c(C(=O)Nc2ccccc2[N+](=O)[O-])n1

assay / compound	3	7	8
Jurkat NFkB inh	-11	.	-4
CXCR6 inh	3	22	-3
697 NFkB inh	27	.	-18
UPR XBP1 act	-7	.	-4
Mdm2-MdmX inh	35	.	7
EBI2 antag	4	7	0
UPR CHOP act	-0.4	.	2.1
CCR6 antagonist	33	69*	-12
Gli-Sufu block	-9	-5	8

(list continues)
(25) CC(C)Oc1ccc(C(=O)OCC(=O)c2ccc[nH]2)cc1
(26) CCn1c2ccccc2n2c(=O)c(=O)n(CC(=O)N3CCN(c4ccccc4OC)CC3)nc12
(27) O=C(CN(Cc1ccco1)C(=O)c1cccc(F)c1)Nc1ccccc1C(F)(F)F
(28) CC(Sc1nc(-c2ccccc2)cc(C(F)(F)F)n1)C(=O)N1CCCCC1 (stereo unspecified)
(29) CCN(C[C@H]1N[C@@](CC)(C(=O)OC)[C@H]2C(=O)N(Cc3ccccc3)C(=O)[C@@H]12)C(=O)c1ccc(C(C)(C)C)cc1
(30) CCC(Oc1ccc(Cl)cc1)C(=O)N1CC(=O)Nc2ccccc21 (stereo unspecified)
(31) COc1ccccc1C1C2C(=O)N(c3ccccc3)C(=O)C2ON1c1ccccc1 (stereo unspecified)
(32) Cc1nc(SC2C=CS(=O)(=O)C2)n[nH]1 (stereo unspecified)

assay / compound	25	26	27	28	29	30	31	32
Jurkat NFkB inh	4	9	.	-12	19	2	-10	3
CXCR6 inh	-10	.	1	-7	11	2	6	-2
697 NFkB inh	-27	9	.	-6	28	-1	-10	14
UPR XBP1 act	2	1	.	-2	0	-6	0	-2
Mdm2-MdmX inh	-135	34	.	-2	75*	15	3	-21
EBI2 antag	8	.	0	-36	-37	5	5	1
UPR CHOP act	4.9	-0.2	.	-0.2	4.5	-1.8	1.3	-3.4
CCR6 antagonist	10	.	16	13	-4	9	0	1
Gli-Sufu block	-7	.	-20	5	3	-3	2	3

Next section:
Codes: A = Jurkat NFkB inh; B = CXCR6 inh; C = 697 NFkB inh; D = UPR XBP1 act; E = Mdm2-MdmX inh; F = EBI2 antag; G = UPR CHOP act; H = CCR6 antagonist; I = Gli-Sufu block
33: Cc1ccsc1/C=N/NC(=O)c1ccc([N+](=O)[O-])cc1
  A = -21; B = 7; C = -25; D = 2; E = -8; F = 0; G = 5.6; H = 11; I = -37

34: O=C(Oc1c(CN2CCOCC2)cc(Cl)c2cccnc12)c1ccccc1Cl
  A = 9; B = 28; C = -15; D = 19; E = 41; F = 53*; G = 40; H = 42; I = 19

35: CC1=NN(C(C#N)c2cccc([N+](=O)[O-])c2)C(C)(C)C1 (stereo unspecified)
  A = -5; B = 1; C = -5; D = 0; E = 14; F = 1; G = 1.5; H = 9; I = -5

36: Cc1ccc(C)c(N(C(=O)CNC(=O)c2ccco2)C(C(=O)NCC2CCCO2)c2ccccc2)c1 (stereo unspecified)
  A = -7; B = -6; C = 7; D = -5; E = -2; F = 1; G = -3.9; H = 8; I = 37

37: O=c1c2c(ncn2C2CCCC2)n(Cc2ccccc2)c(=O)n1CCOc1ccc(Br)cc1
  A = -24; B = -2; C = 12; D = -2; E = 19; F = 5; G = -0.9; H = 17; I = 14

38: Cc1ccc(S(=O)(=O)N/N=C\c2cc([N+](=O)[O-])ccc2Cl)cc1
  A = 12; B = 29; C = 4; D = -2; E = 28; F = 2; G = 0.0; H = 40; I = 4

39: COCCN(C(=O)COC(=O)Cc1coc2cc3c(cc12)CCC3)c1c(N)n(Cc2ccccc2)c(=O)[nH]c1=O
  A = 4; B = 3; C = 1; D = 0; E = 9; F = -4; G = -0.5; H = 7; I = 1

40: COCCNCCOc1ccccc1-c1ccccc1
  A = -19; B = 9; C = -28; D = 0; E = -7; F = 13; G = -0.8; H = 8; I = -3

41: CCN1CCN(CC(=O)Nc2sc3c(c2C#N)CCC(C)C3)CC1 (stereo unspecified)
  A = -20; B = -7; C = -56; D = 0; E = 13; F = -6; G = -0.1; H = 12; I = -2

42: COc1ccc(-c2nc(C#N)c(N3CCC(C)CC3)o2)cc1
  A = -12; B = -11; C = -33; D = -3; E = 7; F = 20; G = -1.5; H = 2; I = 1

43: COc1ccc(OCCCC(=O)OCC(=O)Nc2ncc(Cl)cc2Cl)cc1
  A = -1; B = 1; C = 17; D = 1; E = 11; F = -3; G = -0.5; H = 16; I = -1

44: Cc1ccc(S(=O)(=O)NC(C)(C)CSc2ccccn2)cc1
  A = 2; B = 6; C = 14; D = 2; E = -13; F = -9; G = 0.2; H = 0; I = -5

45: Nc1ncnc2c1nc(N1CCCCC1)n2[C@@H]1O[C@H](CO)[C@@H](O)[C@H]1O
  A = -6; B = 0; C = -1; D = 0; E = 14; F = -14; G = -1.3; H = -1; I = -9

46: O=C(NCc1ccco1)/C(=C/c1ccc(C(F)(F)F)cc1)c1nc2ccccc2[nH]1
  A = -37; B = -2; C = -47; D = 4; E = 21; F = -3; G = 7.9; H = 1; I = 2

47: CCN1C(=O)[C@H]2[C@@H](c3ccc(-c4ccc(Cl)c(Cl)c4)cc3)N[C@@](CC(C)C)(C(=O)OC)[C@H]2C1=O
  A = 25; B = 8; C = 16; D = -2; E = 36; F = 4; G = -0.3; H = 5; I = 0

48: N#C/C(=C(/O)COC(=O)CCC1CCCCC1)c1nc2ccccc2[nH]1
  A = 9; B = 20; C = -19; D = -2; E = 66*; F = -3; G = 0.0; H = 30; I = -12

49: CCNS(=O)(=O)c1ccc(NC(=S)NCc2ccco2)cc1
  A = -14; B = -4; C = -27; D = -1; E = -4; F = -10; G = -1.1; H = -18; I = -9

Not a hit list; overall some 5% were active at least once.
